Screening data (PubChem BioAssay)
HEK293 NFkB inh: inhibitors of the PMA/ionomycin-induced NF-kB reporter in HEK293 cells. HEK-293 NF-kB luciferase reporter, luminescence. inhibition, % at 3 µM. 62,000 tested, 0.21% active. AID 465;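 active = inhibition above the mean of all tested compounds plus 3 SD, cut at about 40% in these data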;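 note: 0% = stimulated DMSO wells and 100% = 10 µM reference inhibitor 5653914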
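System – HEK-293 cells with stable firefly luciferase reporter driven by four HIV NF-kB elements · Doses – one dose, 3 µM · Schedule – 1 h compound pre-incubation, 16 h PMA/ionomycin at 37 °C · Technique – luminescence from luciferase substrate reagent · Measure – percent inhibition normalized per plate to DMSO and reference-inhibitor controls · Replicates – tested once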
S1P3 agonist: S1P3 (human) receptor agonism. Q99500. S1P3 NFAT-BLA reporter cells, FRET ratio; relative to 1 µM S1P, basal subtracted. activation, % at 4.5 µM. 60,000 tested, 0.1% active. AID 373;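 active = activation above the screen-wide mean plus 3 SD, cut at about 4.5% in these data, passing the limit was not always enough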; note: some compounds called inactive have numbers as strong as hits
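Assay system: stable CHO line with human S1P3, Gα16, NFAT-BLA reporter; Detection: FRET β-lactamase substrate fluorescence, excitation 405 nm, 460/535 nm emission ratio, background-subtracted; Read-out: percent activation versus median 1 µM S1P response, basal-subtracted, per plate; Incubation: cells plated overnight, compound 4 h 37 °C, substrate 2 h RT.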
E coli RNAP: inhibitors of Escherichia coli RNA polymerase. P0A8V2. AID 559. E. coli RNA polymerase, fluorescence transcription assay. 62,000 tested, 0.2% active. inhibition, %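 (tested at 10 µM)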; in the data active = inhibition above about 20%;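 note: 0% = enzyme without compound and 100% = no enzyme blank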
M1 antagonist: blocks the rat M1 muscarinic receptor response to acetylcholine; B-score at 10 µM; CHO-M1 cells, Fluo-4 calcium, ACh EC80 antagonist mode; stronger effect = lower value; 64,000 tested, 3.4% active;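 active = calcium fluorescence response, raw or row-and-column corrected B-score, differing from the plate sample mean either way at a set confidence level, mostly lower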
Jurkat viability: cytotoxic compounds reducing Jurkat cell viability. inhibition, % at 4 µM. 56,000 tested, 1.2% active. Jurkat E6.1 viability, ATP luminescence, 48 h;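 active = inhibition above the mean inhibition of all tested compounds plus 3 SD, cut at about 28% in these data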
M1 ag: activates the M1 muscarinic receptor; B-score at 10 µM; CHO-M1 cells, Fluo-4 calcium fluorescence, agonist mode; stronger effect = higher value; AID 626; 64,000 tested, 3% active;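 active = fluorescence rise, raw or as B-score row- and column-corrected plate score, outside the 99.7% band of its plate's samples, either direction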
D1 allo mod: D1 dopamine receptor (human) allosteric modulation; B-score at 10 µM; AID 641; 58,000 tested, 5.9% active; P21728; HEK293 D1, CRE-luciferase, dopamine EC30 potentiation; actives deviate in either direction;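 active = luminescence count or its row- and column-corrected plate score outside the 99.7% band of the plate's sample wells, on either side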
Target sequence (P21728 whole entry, looked up): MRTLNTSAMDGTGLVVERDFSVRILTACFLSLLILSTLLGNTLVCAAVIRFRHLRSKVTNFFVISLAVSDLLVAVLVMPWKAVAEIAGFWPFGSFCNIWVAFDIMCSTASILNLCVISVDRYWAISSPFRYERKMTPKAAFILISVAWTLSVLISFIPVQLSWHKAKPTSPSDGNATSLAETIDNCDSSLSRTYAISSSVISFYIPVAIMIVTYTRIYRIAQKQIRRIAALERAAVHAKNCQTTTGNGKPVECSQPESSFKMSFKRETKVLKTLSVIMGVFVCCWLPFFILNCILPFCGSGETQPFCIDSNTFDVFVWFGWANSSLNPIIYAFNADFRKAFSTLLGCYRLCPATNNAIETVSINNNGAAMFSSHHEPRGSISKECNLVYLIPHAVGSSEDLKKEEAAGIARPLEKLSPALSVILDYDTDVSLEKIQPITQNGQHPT
S1P1 ag-PAM: agonists and agonism potentiators of human S1P1 receptor. P21453. S1P1 CRE-bla cells, forskolin, beta-lactamase FRET, potentiator mode; S1P1 agonist co-added at EC20, 2 nM; 100% = saturating reference agonist, 0% = basal. activation, % at 9.5 µM. 56,000 tested, 0.57% active. AID 449;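 active = activation above a cutoff set at the mean activation of all tested compounds plus 3 SD, cut at about 54% in these data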;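 note: forskolin at 4 µM as EC80 and the EC20 agonist is SEW2871; 100% = SEW2871 at its EC100 plus forskolin at EC80; some compounds past the cut are filed as inactive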
TNAP act DEA: activators of human TNAP at intermediate phosphate acceptor. purified TNAP, CDP-star luminescence, 100 mM DEA, 30 min; stronger effect = higher value; scale: 0 levamisole-inhibited, 1 vehicle-only enzyme. P05186. activation factor at 20 µM. 64,000 tested, under 10 active;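 active = activation factor of at least 2 at 20 µM, relative to controls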
Target sequence (P05186 whole entry, looked up): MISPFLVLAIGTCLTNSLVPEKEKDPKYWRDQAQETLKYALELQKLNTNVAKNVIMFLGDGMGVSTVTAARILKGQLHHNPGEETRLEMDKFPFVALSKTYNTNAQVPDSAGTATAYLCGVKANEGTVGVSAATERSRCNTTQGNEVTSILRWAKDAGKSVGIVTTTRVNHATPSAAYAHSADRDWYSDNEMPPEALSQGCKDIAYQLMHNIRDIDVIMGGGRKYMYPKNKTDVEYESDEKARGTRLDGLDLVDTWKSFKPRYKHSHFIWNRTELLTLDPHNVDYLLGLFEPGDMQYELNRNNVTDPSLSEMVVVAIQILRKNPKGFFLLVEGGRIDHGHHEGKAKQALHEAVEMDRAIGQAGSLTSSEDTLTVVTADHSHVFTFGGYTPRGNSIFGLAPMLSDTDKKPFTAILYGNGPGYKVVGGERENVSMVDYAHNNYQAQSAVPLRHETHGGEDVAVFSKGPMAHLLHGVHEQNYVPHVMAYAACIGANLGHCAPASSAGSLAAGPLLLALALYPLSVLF
* = called active by the depositor.

How did O=C(COc1ccc(S(=O)(=O)N2CCCCC2)cc1)NC1CCCCC1 do in these assays?
HEK293 NFkB inh: 16; S1P3 agonist: -0.8; E coli RNAP: 13; M1 antagonist: -0.08; Jurkat viability: 0; M1 ag: 0.37; D1 allo mod: 0.29; S1P1 ag-PAM: -6; TNAP act DEA: 0.9

How did CC(C)CN1C(=O)c2ccc(C(=O)Nc3ccccn3)cc2C1=O do in these assays?
S1P3 agonist: -1.3; E coli RNAP: 8; M1 antagonist: -0.8; M1 ag: 0.46; S1P1 ag-PAM: -5; TNAP act DEA: 1

Results for COc1ccccc1N1CCN(C(=O)c2c(-c3ccccc3)noc2C)CC1 ?
HEK293 NFkB inh: 22; S1P3 agonist: -0.9; E coli RNAP: 4; M1 antagonist: -0.85; Jurkat viability: 88*; M1 ag: 2.9; D1 allo mod: -0.069; S1P1 ag-PAM: 14; TNAP act DEA: 1

How did CCOC(=O)N1CCC(NC(=O)CCc2nc(-c3ccccc3F)no2)CC1 do in these assays?
HEK293 NFkB inh: 18; S1P3 agonist: -1.1; E coli RNAP: 6; M1 antagonist: 0.9; Jurkat viability: -4; M1 ag: 0.019; D1 allo mod: 1.7; S1P1 ag-PAM: -8; TNAP act DEA: 1

How did CC1Cc2nc(SCC(=O)NC3CCCCC3)n(C)c(=O)c2S1 (configuration not stated) do in these assays?
HEK293 NFkB inh: 10; S1P3 agonist: -0.5; M1 antagonist: 2.1; Jurkat viability: -2; M1 ag: 0.7; D1 allo mod: -0.014; S1P1 ag-PAM: -16

How did CCOc1ccccc1C1CC(=O)Nc2cc(OC)c(OC)c(OC)c21 (configuration not stated) do in these assays?
HEK293 NFkB inh: 10; E coli RNAP: 7; M1 antagonist: 0.25; M1 ag: -0.089; D1 allo mod: 0.64; TNAP act DEA: 0.9

Results for Cc1ccccc1NC1=NC(C)(C)N=C(N)N1 ?
HEK293 NFkB inh: 3; S1P3 agonist: 0.5; E coli RNAP: 5; M1 antagonist: -0.69; Jurkat viability: -11; M1 ag: -0.4; D1 allo mod: -1.6; S1P1 ag-PAM: -4; TNAP act DEA: 0.9

Results for COC(=O)C1CCN(C(=O)c2ccc(Cl)c(S(=O)(=O)NCc3cccnc3)c2)CC1 ?
HEK293 NFkB inh: 8; E coli RNAP: 8; M1 antagonist: 0.76; M1 ag: 0.7; D1 allo mod: -0.18; TNAP act DEA: 0.9

How did COCCNC(=O)CN(c1ccc(OC)c(OC)c1)S(=O)(=O)c1ccc(C)cc1 do in these assays?
HEK293 NFkB inh: 4; S1P3 agonist: -1.3; E coli RNAP: -1; M1 antagonist: 0.25; Jurkat viability: -14; M1 ag: -0.37; D1 allo mod: -0.36; S1P1 ag-PAM: -16; TNAP act DEA: 1

Results for COc1ccc(CCNC(=O)CSc2nnc(-c3ccc(F)cc3)o2)cc1OC ?
HEK293 NFkB inh: 13; S1P3 agonist: -1.3; E coli RNAP: 2; M1 antagonist: -0.0069; Jurkat viability: 14; M1 ag: 0.84; D1 allo mod: 1.3; S1P1 ag-PAM: 13; TNAP act DEA: 1.1

How did Cc1ccc(CCn2c3c(c4ccccc42)CN(C)CC3)cn1 do in these assays?
HEK293 NFkB inh: 6; S1P3 agonist: -0.6; E coli RNAP: 14; M1 antagonist: -2.9; Jurkat viability: -1; M1 ag: -1.1; S1P1 ag-PAM: 6; TNAP act DEA: 0.9

How did O=C1N=C(N2CCOCC2)CS1 do in these assays?
HEK293 NFkB inh: 22; S1P3 agonist: -1.1; E coli RNAP: 8; M1 antagonist: 0.12; Jurkat viability: 6; M1 ag: -0.11; D1 allo mod: 0.43; S1P1 ag-PAM: -9; TNAP act DEA: 0.9

What do the screens show for `C/C(Cl)=C/CSc1nc2c(c(=O)[nH]c(=O)n2C)n1C(C)C`?
HEK293 NFkB inh: 10; S1P3 agonist: -0.1; E coli RNAP: 16; M1 antagonist: 0.2; Jurkat viability: -2; M1 ag: -0.1; D1 allo mod: 7.9*; S1P1 ag-PAM: -44; TNAP act DEA: 1

Results for Cc1cc(C)n(CCCNC(=O)c2ccc(S(=O)(=O)NCc3ccco3)cc2)n1 ?
HEK293 NFkB inh: 18; S1P3 agonist: -0.9; E coli RNAP: 13; M1 antagonist: 0.084; Jurkat viability: 12; M1 ag: -0.096; D1 allo mod: -1.3; S1P1 ag-PAM: -7; TNAP act DEA: 0.9

What do the screens show for `COc1ccc(N(C(=O)c2ccco2)S(=O)(=O)c2cc(OC)ccc2OC)cc1`?
HEK293 NFkB inh: 6; S1P3 agonist: -1.1; E coli RNAP: -3; M1 antagonist: 1.9*; Jurkat viability: -10; M1 ag: 0.081; D1 allo mod: -2.2*; TNAP act DEA: 0.9

How did CCN(CC)C(=O)Oc1ccc2c(=O)c(-c3ccc(OC)cc3)coc2c1 do in these assays?
HEK293 NFkB inh: -17; S1P3 agonist: -0.2; E coli RNAP: 6; M1 antagonist: -0.51; Jurkat viability: 17; M1 ag: 0.66; S1P1 ag-PAM: 88; TNAP act DEA: 1

Results for COc1ccccc1NC(=O)CN1C(=O)C(C)Oc2ccccc21 (configuration not stated) ?
HEK293 NFkB inh: 19; S1P3 agonist: -1.1; E coli RNAP: 2; M1 antagonist: 0.23; Jurkat viability: 0; M1 ag: -3.4*; D1 allo mod: -0.15; S1P1 ag-PAM: 13; TNAP act DEA: 0.8

How did CCOC(=O)N1CCN(C(=O)c2ccc(CS(=O)(=O)c3c(Cl)cccc3Cl)o2)CC1 do in these assays?
HEK293 NFkB inh: 15; S1P3 agonist: -2.8; E coli RNAP: 16; M1 antagonist: -1; Jurkat viability: 4; M1 ag: -0.0013; D1 allo mod: 0.078; S1P1 ag-PAM: 12; TNAP act DEA: 0.8

Results for Cc1c(Br)cc(C(=O)NCCCN2CCOCC2)c(C)c1C ?
HEK293 NFkB inh: 0; S1P3 agonist: -0.7; E coli RNAP: 2; M1 antagonist: 0.37; Jurkat viability: 7; M1 ag: -0.23; D1 allo mod: -0.14; S1P1 ag-PAM: -7; TNAP act DEA: 1

What do the screens show for `CCN(CC)CCNC(=O)Cc1c(C(=O)O)n(C)c2ccccc12`?
HEK293 NFkB inh: 16; S1P3 agonist: 0.6; E coli RNAP: 10; M1 antagonist: -0.2; Jurkat viability: 0; M1 ag: 1.1; S1P1 ag-PAM: -1; TNAP act DEA: 1

Results for Cc1ccc(P(=O)(OCCN2CCOCC2)C(C)(C)C)o1 (configuration not stated) ?
HEK293 NFkB inh: 16; S1P3 agonist: -1.0; E coli RNAP: -3; M1 antagonist: -0.41; Jurkat viability: 7; M1 ag: -0.51; D1 allo mod: 0.25; S1P1 ag-PAM: 3; TNAP act DEA: 1

How did O=C(NCCn1cccc1)c1cccc2ccccc12 do in these assays?
HEK293 NFkB inh: 18; S1P3 agonist: -1.5; E coli RNAP: 5; M1 antagonist: -0.013; Jurkat viability: -1; M1 ag: 5.7*; D1 allo mod: -0.22; S1P1 ag-PAM: 12; TNAP act DEA: 1

How did COC(=O)CN(n1cnnc1)S(=O)(=O)c1ccc(C)cc1 do in these assays?
HEK293 NFkB inh: 8; S1P3 agonist: -0.5; E coli RNAP: -5; M1 antagonist: 0.11; Jurkat viability: 0; M1 ag: -0.33; D1 allo mod: -1.1; S1P1 ag-PAM: -12; TNAP act DEA: 0.9

What do the screens show for `CC(C)Cn1c(-c2ccccc2F)n[nH]c1=S`?
HEK293 NFkB inh: 16; S1P3 agonist: 0.1; E coli RNAP: 0; M1 antagonist: 0.79; Jurkat viability: -2; M1 ag: 2.6; D1 allo mod: -0.93; S1P1 ag-PAM: -29; TNAP act DEA: 0.8

Results for O=C(NC1CC2CCCC(C1)N2CC(=O)N1CCCc2ccccc21)C1CCCCC1 (configuration not stated) ?
HEK293 NFkB inh: 18; S1P3 agonist: -0.6; E coli RNAP: 9; M1 antagonist: -1.2; Jurkat viability: -4; M1 ag: 0.26; D1 allo mod: 0.061; S1P1 ag-PAM: 1; TNAP act DEA: 0.9

What do the screens show for `COc1ccc(/C(O)=C2\C(=O)C(=O)N(c3cc(C)on3)C2c2ccc(OC)c(OC)c2)cc1OC` (configuration not stated)?
HEK293 NFkB inh: 20; S1P3 agonist: -0.6; E coli RNAP: 10; M1 antagonist: 0.65; Jurkat viability: 7; M1 ag: -0.31; D1 allo mod: 0.85; S1P1 ag-PAM: 12; TNAP act DEA: 0.9

What do the screens show for `Cc1ccc2c(c1)N(CC(=O)N1CCc3ccccc3C1)C(=O)CO2`?
HEK293 NFkB inh: 13; S1P3 agonist: -0.1; E coli RNAP: 10; M1 antagonist: -0.099; Jurkat viability: -4; M1 ag: -0.75; D1 allo mod: 1.6; S1P1 ag-PAM: 16; TNAP act DEA: 1

What do the screens show for `O=C(CCS(=O)(=O)Cc1ccccc1)NCc1ccco1`?
HEK293 NFkB inh: 9; S1P3 agonist: -0.4; E coli RNAP: 6; M1 antagonist: -0.051; Jurkat viability: -4; M1 ag: -0.44; D1 allo mod: -0.36; TNAP act DEA: 0.9

What do the screens show for `COC(=O)c1cc2ccsc2n1Cc1cc(=O)n2ccccc2n1`?
HEK293 NFkB inh: 12; S1P3 agonist: 0.1; E coli RNAP: 0; M1 antagonist: -7.4*; Jurkat viability: 10; M1 ag: -1.8*; S1P1 ag-PAM: 0; TNAP act DEA: 0.9

How did CC(=O)Nc1ccc(C(=O)OCCC(C)C)cc1 do in these assays?
HEK293 NFkB inh: 6; S1P3 agonist: -0.8; E coli RNAP: 68*; M1 antagonist: -0.04; Jurkat viability: 1; M1 ag: -0.27; D1 allo mod: -0.62; S1P1 ag-PAM: 1; TNAP act DEA: 0.8

Results for O=C(C1CCC(=O)N1Cc1ccccc1Cl)N1CCN(c2ccc(F)cc2)CC1 (configuration not stated) ?
HEK293 NFkB inh: 9; S1P3 agonist: -0.5; E coli RNAP: 7; M1 antagonist: -0.0047; Jurkat viability: -6; M1 ag: -0.061; D1 allo mod: -0.16; S1P1 ag-PAM: -19; TNAP act DEA: 1

How did CCn1nc(NS(=O)(=O)c2ccccc2)c2cc3cccc(C)c3nc21 do in these assays?
HEK293 NFkB inh: 18; S1P3 agonist: -0.7; E coli RNAP: 2; M1 antagonist: 0.63; Jurkat viability: 0; M1 ag: -0.21; D1 allo mod: -0.073; S1P1 ag-PAM: -27; TNAP act DEA: 0.9

Results for COc1c(C)cc(Br)cc1C(=O)O ?
HEK293 NFkB inh: 13; S1P3 agonist: -0.8; E coli RNAP: 7; M1 antagonist: -13*; Jurkat viability: 4; M1 ag: 0.48; D1 allo mod: -0.28; TNAP act DEA: 0.9

Results for O=C1c2ccccc2C(Nc2ccccc2F)N1c1cccnc1 (configuration not stated) ?
HEK293 NFkB inh: 5; S1P3 agonist: 0.0; E coli RNAP: -5; M1 antagonist: 0.33; Jurkat viability: 3; M1 ag: -0.45; D1 allo mod: 0.093; S1P1 ag-PAM: -8; TNAP act DEA: 0.9

Retrieved one by one from above (two):
How did CC1Cc2nc(SCC(=O)NC3CCCCC3)n(C)c(=O)c2S1 (configuration not stated) do in these assays?
HEK293 NFkB inh: 10; S1P3 agonist: -0.5; M1 antagonist: 2.1; Jurkat viability: -2; M1 ag: 0.7; D1 allo mod: -0.014; S1P1 ag-PAM: -16

How did Cc1ccc(CCn2c3c(c4ccccc42)CN(C)CC3)cn1 do in these assays?
HEK293 NFkB inh: 6; S1P3 agonist: -0.6; E coli RNAP: 14; M1 antagonist: -2.9; Jurkat viability: -1; M1 ag: -1.1; S1P1 ag-PAM: 6; TNAP act DEA: 0.9
